Compound activity as filed in PubChem.
TGFb SMAD3 inh – blocks TGF-b signaling | HepG2 CAGA-GFP TGF-b/SMAD3 reporter, GFP fluorescence, 18 h; TGF-beta stimulated, 500 pg/mL final | Potency, µM (highest dose often 46.1 µM), for inactives: at the highest dose activity, negative = inhibition, actives largely listed as inhibitors | actives 1.2% (n = 410,000) | AID 588855; further: potency means the concentration at half of the fitted maximal effect; on the % scale 0 is the no-effect control and ±100 the full control effect; nearly all actives have a fitted effect of over 65% in size
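Cell-based qHTS in HEPG2 carrying a CAGA-GFP Smad reporter; compounds added before 500 pg/mL final TGF-beta, 18 h incubation at 37 degrees C, GFP fluorescence quantified per cell by imaging cytometry.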
Mm-Cpn inhibitor – inhibitors of Methanococcus maripaludis chaperonin (MmCpn) | purified Mm-Cpn ATPase, ADP Transcreener TR-FRET | actives 0.031% (n = 330,000) | Potency, µM (titrated, usually from 76.9 µM), inactives show at the top dose activity, negative = inhibition, usual class: inhibitors; further: potency means the concentration at half of the fitted maximal effect; on the % scale 0 is the no-effect control and ±100 the full control effect; nearly all actives have a fitted effect of over 80% in size
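Measured: ADP formation by purified Mm-CPN. Conditions: 25 nM protein, 10 uM ATP, Tris pH 7.4 with Mg2+, K+ and DTT, 37°C for 30 min. Detection: Transcreener HTRF after 30 min at room temperature.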
HepG2 viability – HepG2 cytotoxicity, counter-screen for TGF-b inhibitors; AID 588856; actives 0.76% (n = 410,000); HepG2 CAGA-GFP viability, ATP luminescence, 18 h; Potency, µM (doses to about 46.1 µM), inactives show at the top dose activity change, negative = cytotoxicity, hits mostly cytotoxic; further: potency means the concentration at half of the fitted maximal effect; some results filed as inactive show a strong effect at the top dose
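HepG2 CAGA-GFP cells (1000/well, DMEM with 1% FBS) received compound, then TGF-beta at 500 pg/mL final, and were incubated 18 hours at 37 degrees C. Viability was read by CellTiter-Glo luminescence. Media-only wells were set as complete cell-killing and DMSO as no toxicity.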
Nrf2 activator – Nrf2 pathway activation. AREc32 ARE-luciferase reporter (MCF7-derived line), luminescence, 24 h. Potency, µM (top dose mostly 46.1 µM), inactives show top-dose activation, actives largely listed as activators. actives 0.31% (n = 410,000); further: potency means the concentration at half of the fitted maximal effect; % of control where 0% means no effect; nearly all actives have a fitted effect of over 65% in size
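AREc32_Fluc, 1000 cells/well, OPTI-MEM + 5% FBS, o/n 37 deg C 5% CO2; 23 nL cpd by pin tool, 24 hr; Steady-Glo 30 min RT, luminescence.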
CCT chaperon mod – cytosolic chaperonin activity modulation | purified chaperonin ATPase assay, HTRF ADP detection, 30 min | activity change, % (concentration not given with the values), hits read low | actives 0.3% (n = 360,000) | AID 651819; in the data active means activity change below about -30%; further: on the % scale 0 is the no-effect control and ±100 the full control effect
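We incubate TRiC, 40 or 20 nM final, with library compounds at 76 uM and 10 uM ATP for 30 min at 37 °C. ADP formed is detected with Transcreener HTRF reagents after 30 min at room temperature.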
A549 viability – kills or reduces viability of A549 cells in Nrf2 counter-screen. A549 ARE-Fluc cells, CellTiter-Fluor viability, 18-24 h. Potency, µM (titrated, usually from 46 µM), without a hit: at the top dose activity change, negative = cytotoxicity, hits mostly inhibitors. actives 0.16% (n = 390,000). AID 504648; further: potency means the concentration at half of the fitted maximal effect; on the % scale 0 is the no-effect control and ±100 the full control effect
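A549 ARE-Fluc cells in 5% FBS OPTI-MEM, 5000 cells/well, rested 2 h then exposed to compounds in concentration-response for 18-24 h at 37 °C. Viability by CellTiter-Fluor fluorescence (Ex 405/Em 525) after 30 min; luciferase luminescence (BugLite, 15 min, RT) read afterwards.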
Abeta rescue – compounds reversing amyloid beta toxicity in yeast; yeast expressing A-beta42, growth rescue, OD600, 48 h; response scale: 0% DMSO, 100% iron-clioquinol control; Potency, µM (highest dose often 46.1 µM), for inactives: top-dose growth rescue, actives largely listed as activators; actives 0.063% (n = 410,000); further: potency means the concentration at half of the fitted maximal effect; nearly all actives have a fitted effect of over 55% in size
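Yeast A-beta toxicity model in growth medium with pinned compounds, 48 h at 30 C; growth read as absorbance at 600 nm. Normalized to FeCl3/clioquinol equimolar mix (positive) and DMSO (negative).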
Akt phos inh – inhibitors of Akt phosphorylation | activity change, % for hits at 50 µM | Neuro2A IGF-stimulated pAkt S473 HTRF, 20 min; stronger effect = lower value | actives 0.32% (n = 360,000); in the data active means activity change below about -80%; inconclusive means mostly about -51% to -80%; further: on the % scale 0 is the no-effect control and ±100 the full control effect
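Neuro2A cells in DMEM with 0.5% FBS, overnight at 37 deg C, given compound at single 50 µM final, then IGF (6 nM final) for 20 min at 37 deg C. Lysed; phospho-Akt Ser473 by HTRF after 24 h, 665/615 ratio.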
Nrf2 block – blocks Nrf2 signaling; A549 ARE-Fluc reporter, luciferase luminescence, 18-24 h; Potency, µM (titrated, usually from 46 µM), for inactives: at the top dose activity change, negative = inhibition, usual class: inhibitors; actives 2.1% (n = 360,000); further: potency means the concentration at half of the fitted maximal effect; on the % scale 0 is the no-effect control and ±100 the full control effect; nearly all actives have a fitted effect of over 60% in size
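Reporter: ARE-Fluc in A549. Exposure: 18-24 h, 37 °C, 5% CO2, 5% FBS OPTI-MEM. Readouts: fluorescent cytotoxicity (CellTiter-Fluor), then luminescent Nrf2 signal after BugLite.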
An asterisk follows results filed as active; i = inactive; u = inconclusive; x = not tested or not shown; [ ] = another dose, or the depositor's remark. Unless noted, the call rests on the fitted dose curve; in most records, active means well fitted curve in the direction sought with a large enough effect; inconclusive means small, poorly fitted or top-dose-only effect, or another doubt; inactive means no such curve, though single readings can be large; an effect the other way counts as inactive or inconclusive.

SMILES | TGFb SMAD3 inh | Mm-Cpn inhibitor | HepG2 viability | Nrf2 activator | CCT chaperon mod | A549 viability | Abeta rescue | Akt phos inh | Nrf2 block
CCOC(=O)C1CCCN(C(=O)c2ccc(SC(F)(F)F)cc2)CC1 (centres undefined) | 6.9% | x | -3.9% | 0.0% | 0.1 | x | -5.0% | i | x
COc1cc(NC(=O)c2ccc(NS(=O)(=O)c3c(C)noc3C)cc2)cc(OC)c1 | 19.9% | -1.5% | -62.5% | -0.2% | -0.5 | 0.3% | 4.7% | i | -17.6%
CCCc1nnc(NC(=O)Nc2ccc(OC)cc2)s1 | 24.8% | 1.0% | 16.5% | -0.5% | -1.8 | 10.4% | 11.4% | i | 3.3%
Cc1ccc(NC(=O)COC(=O)CN2CCCCCC2=O)c(C)c1 | -0.1% | -0.1% | 6.3% | 0.0% | -2.0 | 1.7% | -4.6% | i | 6.3%
CCOc1cc(NC(=O)c2ccccn2)c(OCC)cc1NC(=O)c1ccc(OC)cc1 | -6.2% | -2.9% | 18.3% | -0.9% | -0.8 | 0.5% | -5.8% | i | -6.4%
CNC(=O)c1ccccc1Sc1ccccc1C#N | -1.8% | 2.5% | -1.6% | 0.3% | -1.9 | -3.6% | -9.3% | i | 14.3%
COC(=O)c1ccc(OC(=O)CCN2C(=O)C3CCCCC3C2=O)cc1 (centres undefined) | -3.3% | -2.1% | -0.4% | 0.3% | -1.3 | 0.5% | -14.9% | i | 5.2%
CCCCOC(=O)c1ccc(O)cc1 | 1.8% | -1.2% | -1.4% | 0.5% | -3.4 | -2.1% | -6.6% | i | -4.1%
CCCCn1c(SCC(=O)NC2CCS(=O)(=O)C2)nc2cc(S(N)(=O)=O)ccc21 (centres undefined) | -13.4% | 1.1% | -15.5% | 0.2% | 2.0 | 1.5% | -4.4% | i | 30.0%
COc1cc(C(=O)N2CCN(C(=O)c3cc(-c4ccccc4)n[nH]3)CC2)cc(OC)c1OC | 5.4% | 0.0% | -0.1% | 3.3% | 1.5 | -6.5% | 12.2% | i | -25.6%
COc1cccc(C(c2nnnn2C(C)(C)C)N2CCN(C3CCCCC3)CC2)c1OC (centres undefined) | -2.0% | -4.2% | -19.3% | -0.2% | -1.5 | -4.5% | 4.2% | i | -0.4%
CCC(=O)N1CCc2cc(Br)cc(S(=O)(=O)CCC(=O)N3CCN(c4ccccc4OC)CC3)c21 | 38.7%[activator] | x | -2.4% | -0.1% | x | -19.3% | -9.9% | x | -10.5%[9.27 µM]

Continued; it opens with the two that closed the last part.
SMILES | TGFb SMAD3 inh | Mm-Cpn inhibitor | HepG2 viability | Nrf2 activator | CCT chaperon mod | A549 viability | Abeta rescue | Akt phos inh | Nrf2 block
COc1cccc(C(c2nnnn2C(C)(C)C)N2CCN(C3CCCCC3)CC2)c1OC (centres undefined) | -2.0% | -4.2% | -19.3% | -0.2% | -1.5 | -4.5% | 4.2% | i | -0.4%
CCC(=O)N1CCc2cc(Br)cc(S(=O)(=O)CCC(=O)N3CCN(c4ccccc4OC)CC3)c21 | 38.7%[activator] | x | -2.4% | -0.1% | x | -19.3% | -9.9% | x | -10.5%[9.27 µM]
CC1Cc2ccccc2N1C(=O)CSc1nnc(NC(=O)Cc2cccs2)s1 (centres undefined) | -3.1% | 1.0% | -31.8% | -0.2% | -1.3 | 0.0% | 10.3% | i | 4.6%
CCOc1ccccc1OCC(=O)Nc1cc(S(=O)(=O)N2CCCCC2)ccc1N1CCN(CC)CC1 | -0.6% | -0.6% | -7.5% | 5.7% | -3.5 | -6.2% | 2.7% | i | 0.6%
Nc1ccc(-c2nnn(CC(=O)N3CCCCC3)n2)cc1 | 2.0% | 1.3% | -4.2% | 0.2% | -0.1 | 13.6% | -25.9% | i | u
COc1ccc(CN(C)C(=O)C2CSC3(C)CCC(=O)N23)c(OC)c1 (centres undefined) | u | x | -20.8% | -1.4% | -2.9 | x | -3.1% | i | x
CC(C)(C)OC(=O)C[C@H]1C/C=C\C[C@@H](CC(=O)N(CCO)Cc2ccccc2)C(=O)N[C@H](Cc2ccccc2)COC1=O | u | -1.5% | -19.8% | 0.7% | -0.7 | 0.9% | 9.0% | i | 7.7%
CCC1CCCCN1CCCNC(=O)C(C)n1nc(C)c2sc3ccccc3c2c1=O (centres undefined) | -0.5% | 1.4% | -24.2% | 3.4% | 1.6 | -4.9% | -7.9% | i | 1.3%
CC(=O)Nc1c(C)cc(OCC(=O)O)cc1C | -5.7% | 0.5% | -10.7% | 0.5% | -4.2 | 1.4% | -12.0% | i | -16.3%
Cc1ccnc(NC(=O)CNC(=O)COc2ccccc2)c1 | -7.4% | 0.4% | -23.5% | 10.9% | -2.0 | -0.3% | 6.6% | i | u
CCn1c2ccccc2c2nnc(SCC(N)=O)nc21 | -2.9% | -2.6% | 0.1% | -0.1% | 3.6 | 4.4% | 4.4% | i | -14.2%
CCCN1CCN(CCCNC(=O)c2ccc(NC(=O)C3=C(C)OCCS3)cc2)CC1 | -0.9% | -0.8% | -1.4% | -1.2% | -2.1 | 1.6% | 14.8% | i | 12.4%
CC(=O)c1ccc(NCCC(=O)c2ccccc2)cc1 | -2.5% | 0.6% | -0.9% | 4.3% | -3.4 | 1.0% | 1.9% | i | u
COc1ccccc1N(C)S(=O)(=O)c1ccc(C(=O)N(C)Cc2ccc(OC(F)F)cc2)cc1 | u | -2.0% | -11.3% | 0.0% | 0.0 | -9.2% | -5.0% | i | u

Look-ups from the results shown:
Nrf2 activator, CCn1c2ccccc2c2nnc(SCC(N)=O)nc21 is entered as -0.1%
HepG2 viability, CCC1CCCCN1CCCNC(=O)C(C)n1nc(C)c2sc3ccccc3c2c1=O (centres undefined) is entered as -24.2%

(further entries)
SMILES | TGFb SMAD3 inh | Mm-Cpn inhibitor | HepG2 viability | Nrf2 activator | CCT chaperon mod | A549 viability | Abeta rescue | Akt phos inh | Nrf2 block
COc1ccc(NC(=O)C(C)Sc2cc(-c3ccccc3)nc(C)n2)cc1Cl (centres undefined) | 0.0% | x | -0.2% | 0.3% | x | u | -9.7% | x | 20.6µM*
O=[N+]([O-])c1sccc1CS(=O)(=O)c1ccccc1 | -8.4% | -4.7% | 0.6% | u | -4.0 | -4.5% | 8.5% | i | 24.1%
CC(=O)Nc1ccc(Oc2sc(C(=O)c3ccccc3)c(N)c2C#N)cc1 | 10µM* | -0.7% | -2.9% | 8.91µM* | 0.5 | u | -3.0% | i | x
Cc1c(C(C)NC(=O)Nc2ccc(F)cc2F)cnn1C (centres undefined) | 1.5% | 0.6% | -28.1% | -0.6% | -2.0 | 4.6% | -5.2% | i | -0.6%
CCC(C(=O)NCc1ccc(F)cc1)N(CCc1ccccc1)C(=O)c1snc(C(N)=O)c1N (centres undefined) | -28.1% | 0.6% | -35.8% | 1.9% | -1.4 | -26.8% | 11.8% | i | u
CCN(CC)S(=O)(=O)c1cc(NC(=O)CCc2c(C)noc2C)ccc1C | 2.6% | -0.9% | 1.3% | 0.8% | -0.9 | u | 7.7% | i | u
Cc1ccc(C(=O)N2CCN(c3ccccc3F)CC2)cc1S(=O)(=O)N1CCOCC1 | -10.4% | -1.5% | -16.5% | -0.1% | 1.1 | 3.4% | -3.9% | i | -0.1%
O=C(NC1CCCC1)c1ccc2nc[nH]c2c1 | -11.1% | -1.6% | -2.9% | 0.2% | 0.2 | -3.3% | 5.0% | i | -6.2%
COc1cccc(C(=O)N[C@@H](C)C(=O)N2CCC3(CC2)NCCc2[nH]cnc23)c1 | 0.9% | -0.7% | -16.4% | -0.2% | -2.6 | -1.3% | 0.3% | i | -6.4%
Cc1cc(NC(=O)COC(=O)c2cc([N+](=O)[O-])ccc2N2CCOCC2)ccc1Br | -22.5% | 1.3% | -3.1% | -0.2% | 1.7 | u | 6.6% | i | 18.4µM*
CC(NC(=O)C(c1ccccc1)c1ccccc1)C(=O)O (centres undefined) | 1.3% | -2.0% | 0.3% | -0.1% | -2.0 | 1.9% | -0.7% | i | -4.7%
CN(C(=O)C1CCN(S(=O)(=O)c2ccccc2)CC1)c1c(N)n(Cc2ccccc2)c(=O)[nH]c1=O | -1.6% | 2.1% | -18.1% | -0.3% | -0.5 | -2.6% | -10.9% | i | 19.6%
CCOc1cc(S(=O)(=O)Nc2ncn[nH]2)ccc1Br | 1.7% | 0.5% | 0.0% | -0.7% | -0.4 | -0.2% | -10.5% | i | 0.9%
Cc1cc(=O)[nH]c(SCC(=O)Nc2nc(-c3ccccc3)c(-c3ccccc3)o2)n1 | -33.7% | -6.5% | -1.6% | 0.4% | 1.0 | -1.5% | 1.4% | i | 5.0%
Cc1oc(-c2ccc(Cl)cc2)nc1CS(=O)CC(=O)NCc1cccs1 (centres undefined) | -23.1% | -0.7% | -29.0% | 2.6% | -2.5 | 0.2% | -9.1% | i | 11.9%
O=C1OCC(c2ccccc2)=C1c1ccccc1 | 6.0% | -3.6% | 0.0% | 0.3% | -2.2 | 8.2% | -7.8% | i | -9.6%
O=c1cc(Cn2ccnc2)c2cc(O)ccc2o1 | 8.5% | 0.4% | 3.0% | 0.0% | -2.0 | 1.8% | 7.6% | i | 6.1%
COCCNC(=O)Cn1nc(-c2ccc(C)cc2)ccc1=O | -9.4% | 0.9% | 4.7% | -0.1% | -4.3 | 0.7% | -9.4% | i | 1.3%
CCc1sc(NC(C)=O)nc1-c1ccccc1 | -11.6% | 0.7% | -11.1% | 10.5% | 3.3 | 14.3% | -15.0% | i | 7.5%
Cc1c(Cl)cccc1NC(=O)Nc1ccc(C(=O)N2CCCC2)cc1 | 0.0% | 0.9% | -40.6% | 0.5% | -18.4 | -22.9% | 5.3% | i | u
